OX1R antag-1: antagonists of human orexin 1 receptor (OX1R); OX1R-expressing cells, FRET antagonist read-out; inhibition, % at 6.6 µM; O43613; AID 485270; 1.8% of 330,000 active; in the data active means inhibition mostly above about 38%, no sharp cut-off; inactive means mostly below about 40%;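 further: 0% = agonist challenge alone and 100% = reference antagonist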
Target sequence (O43613 whole entry, looked up): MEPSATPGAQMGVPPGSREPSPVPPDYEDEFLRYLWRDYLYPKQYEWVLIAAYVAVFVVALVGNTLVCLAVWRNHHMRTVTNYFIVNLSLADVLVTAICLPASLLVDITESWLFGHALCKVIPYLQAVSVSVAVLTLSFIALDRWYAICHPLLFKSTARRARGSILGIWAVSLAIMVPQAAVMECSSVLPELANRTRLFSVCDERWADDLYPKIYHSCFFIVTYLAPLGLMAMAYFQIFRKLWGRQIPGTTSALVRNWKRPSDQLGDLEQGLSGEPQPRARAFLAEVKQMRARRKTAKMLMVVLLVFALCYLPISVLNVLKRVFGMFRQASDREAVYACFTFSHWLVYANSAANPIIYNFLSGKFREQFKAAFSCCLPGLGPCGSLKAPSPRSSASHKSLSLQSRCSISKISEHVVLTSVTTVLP
OX1R antag-2: antagonists of human orexin 1 receptor | CHO/OX1R cells, Fluo-8 calcium fluorescence, orexin A | AID 434989 | O43613 | 0.43% of 330,000 active | inhibition, % at 5 µM;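 active means inhibition above its plate's threshold, mean inhibition of all tested compounds on the plate plus 3 SD, cut at about 37% in these data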;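 further: 0% = orexin A challenge wells and 100% = SB-334867-A antagonist wells; not every result past the cut was called active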
An asterisk follows results filed as active.

OX1R antag-1,OX1R antag-2,Compound
2.0,-31.4,Cc1cc(CN2CCCCC2C(=O)Nc2ccc(Oc3cccnc3)cc2)oc1C (centres undefined)
11.2,-12.6,COc1cccc(C(=O)NCCCN2CCN(CCCNC(=O)c3cccc(OC)c3)CC2)c1
8.4,-8.6,C=CCn1c(O)c(C(CC)=NCc2cccnc2)c(=O)[nH]c1=O
14.6,-12.7,COC(=O)c1cc(NC(=O)C2C3C=CC(C3)C2C(=O)O)cc(C(=O)OC)c1 (centres undefined)
6.3,-18.2,O=C(Nc1cccc(S(=O)(=O)N2CCCCCC2)c1)C1CCC1
16.9,-7.2,CC(=O)Nc1nnc(SCc2cc(=O)c(OC(=O)c3ccccc3)co2)s1
25.0,-9.2,COc1ccc(C(=O)N2c3ccc(F)cc3CCC2C)cc1OC (centres undefined)
13.1,-29.2,Cc1cc(NC(=O)COC(=O)[C@@H](NS(=O)(=O)c2ccc(Br)cc2)C(C)C)no1
17.1,-9.9,COC(=O)N/N=C/c1ccccc1Cl
92.5*,-8.0,Cc1nc2n(n1)C(O)c1cc([N+](=O)[O-])ccc1S2 (centres undefined)
10.0,-15.2,Cc1ccc(CS(=O)(=O)Cc2ccc(C(=O)NCc3cccnc3)o2)cc1
6.3,-12.6,Oc1c(C(c2ccccc2)N2CCCCC2)sc2ncnn12 (centres undefined)
3.3,-18.3,CCc1ccc(CN/C=C/C(=O)c2ccc(Br)cc2)cc1
31.2,-7.5,CCn1c(SCc2nc(-c3ccccc3)no2)nnc1-c1cccs1
1.2,-8.7,CCOC(=O)[C@@H]1[C@H]2COc3ccccc3[C@@H]2N2C(=O)N(c3ccc(Br)cc3)C(=O)[C@]12C
5.9,-5.3,COc1ccc(Cl)cc1Nc1nc(C)nc2c1oc1ccccc12
0.8,-14.0,O=C(/C=C/c1ccc(NC(=O)c2ccccc2-c2ccccc2C(=O)O)cc1)c1ccccc1
-1.8,-6.0,CC1CCCN(S(=O)(=O)c2ccc(CN3C(=O)c4cccnc4C3=O)cc2)C1 (centres undefined)
15.3,-17.7,COc1ccccc1N1CCN(/N=C\C(Br)=C\c2ccccc2)CC1
-5.5,-20.9,COc1ccc(C(=O)c2c(C)oc3ccc(O)cc23)c(OC)c1
13.8,-37.8,C=CCN(Cc1cccs1)C(=O)CN1CCN(S(=O)(=O)c2ccc3c(c2)OCCCO3)CC1
25.2,-30.5,O=[N+]([O-])c1ccc(C2CN=C(Nc3ccccc3)S2)cc1 (centres undefined)
25.9,-9.2,O=C(/C=C/c1c[nH]c2ccccc12)c1cccc2ccccc12
1.1,3.6,COCCn1c(C)cc(/C=N/NC(=O)c2cc3ccccc3cc2O)c1C
26.2,-10.9,Cc1ccc2c(c1)c(C)cc[n+]2Cc1ccccc1
4.3,-18.0,Cc1c(C=NNC(=O)c2ccc(Br)cc2)c2ccccn2c1C(=O)c1ccncc1
45.2,-0.8,O=C(O)c1ccc(N/N=C/c2cccc3nccnc23)cc1
10.1,-2.4,Cc1ccc(C(=O)N(C)CCOc2ccccc2)cc1S(=O)(=O)N1CCCCC1
57.5*,-31.5,Cc1ccc2nc3c(cc(C(=O)NCCc4ccccc4)c(=N)n3CC3CCCO3)c(=O)n2c1 (centres undefined)
24.6,-3.2,CC(=O)OC(C(=O)NC1CCCCC1)c1ccccc1F (centres undefined)
9.5,-20.4,O=S(=O)(c1ccccc1)c1nc(-c2ccccc2Cl)oc1NCCN1CCOCC1
2.7,-7.4,Cn1nccc1NS(=O)(=O)c1ccc(F)cc1
12.7,-40.0,COc1ccccc1/C=C(/C(=O)OCC(=O)NCc1ccccc1)c1ccccc1
13.3,-7.5,CC(=O)NC12CC3CC(C)(C1)CC(NC(C)=O)(C3)C2
12.1,-21.4,C/C(=N\NC(=S)NC1CCCCC1)c1ccccc1
3.9,-9.2,O=C(CSc1nc2ccccc2c(=O)[nH]1)Nc1ccc(S(=O)(=O)N2CCCC2)cc1
6.8,-14.7,O=C(CCC1N=C2c3ccccc3N=C(SCC(=O)NCC3CCCO3)N2C1=O)NCc1ccc(F)cc1 (centres undefined)
12.8,-15.2,Cc1cccc(OC(=O)Cn2c(C(F)(F)F)nc3ccccc32)c1
25.9,-29.9,COC(=O)c1ccc(CSc2nnc(CNC(=O)c3ccccc3F)o2)o1
15.1,-22.9,CCOC(=O)c1c(C)n(C)c2ccc(OC)c(NC(=O)CN3CCN(C(=O)c4ccco4)CC3)c12
13.9,-4.6,CCOC(=O)c1cc(-c2ccccc2)nn1CCC#N
10.7,13.8,O=C(c1ccc(NS(=O)(=O)c2ccc(F)cc2)cc1)N1CCCCCC1
22.6,-6.6,C=CCOc1ccc(C=Nc2ccc(C)c(Cl)c2)c(O)c1
60.5*,42.3*,Oc1c(Cl)cc(Cl)c(Cl)c1Cc1c(O)c(Cl)cc(Cl)c1Cl
9.4,-1.0,CC(/C=C/c1ccco1)=N\NC(=O)c1cccnc1
7.0,-14.0,COCCNC(=O)CN1C(=O)CSc2ncccc21
8.0,-11.6,O=C(OCC(=O)c1ccc(Cl)s1)c1cncc(Br)c1
0.2,-42.6,COc1ccc(C(=O)NC2(C(F)(F)F)NC(=O)N(CCCc3ccccc3)C2=O)c(OC)c1OC (centres undefined)
2.4,-23.8,COc1cc(C2OCC3C(c4cc(OC)c(OC)c(OC)c4)OCC23)cc(OC)c1OC (centres undefined)
19.7,-21.6,COC(=O)c1ccc(C(=O)NC2CCCc3c2cnn3-c2ccc(C)c(C)c2)cc1 (centres undefined)
10.5,-14.8,CCN(CC(=O)NC(=O)NCc1ccccc1)Cc1nc2ccccc2c(=O)[nH]1
18.0,-8.3,O=C(COc1cccc([N+](=O)[O-])c1)N/N=C/c1ccco1
16.9,-22.3,[N-]=[N+]=CC(=O)CNC(=O)[C@@H](Cc1ccccc1)N1C(=O)c2ccccc2C1=O
0.8,-10.9,Cc1c(Cl)cnc(NC(=O)COC(=O)c2ccc3ncsc3c2)c1Cl
4.7,-10.4,Fc1cc(Br)ccc1NC(=S)Nc1ccccc1
4.1,-44.2,O=C(COc1ccc(Cl)cc1)NCc1nnc(SCC(=O)N2CCCCCC2)o1
13.9,-23.3,OC(CN1CCN(c2cccc(Cl)c2)CC1)c1ccccc1 (centres undefined)
15.1,-6.3,CCOC(=O)CCCc1ccc(/C(C)=N/NC(=S)NC)cc1
22.3,-10.6,Cc1ccc(C)c(SCC(=O)NCc2ccco2)c1
36.9,-6.0,CC(Sc1nnc(NCc2ccccc2)s1)C(=O)Nc1ccc2c(c1)C(=O)c1ccccc1C2=O (centres undefined)

Next section.
OX1R antag-1,OX1R antag-2,Compound
16.1,0.5,Cc1cc(C)c(NC2=NS(=O)(=O)c3ccccc32)c(C)c1
11.7,-22.8,O=C(Oc1ccc(OC(=O)c2ccco2)c(S(=O)(=O)c2ccc(Cl)cc2)c1)c1ccco1
35.0,-4.2,CC1CCN(C(=S)SCc2nc(N)nc(Nc3ccccc3)n2)CC1
10.8,-20.9,C[C@H](CO)N1C[C@H](C)[C@@H](CN(C)CC2CCCCC2)Oc2c(NC(=O)Cc3ccccc3)cccc2C1=O
22.9,-21.5,CCCCn1c(N)c(N(CC(C)C)C(=O)c2ccc(COc3ccccc3)o2)c(=O)[nH]c1=O
21.0,-19.3,CC(=O)N1CCN(S(=O)(=O)c2cccc(C(=O)NCCC3=CCCCC3)c2)CC1
11.0,-0.6,Cn1cnnc1Sc1nc2c(c(=O)n(C)c(=O)n2C)n1Cc1ccccc1Cl
29.1,-24.8,COc1ccc(-c2cc(C(=O)NCCN3CCOCC3)c3ccccc3n2)cc1
-2.2,-34.5,Cc1c(Cl)cccc1NC(=O)CNC(=O)c1ccc2c(c1)OCCO2
8.3,-3.1,COC(=O)CNC(=O)C(C)NC(=O)CNC(=O)OCc1ccccc1 (centres undefined)
7.4,-26.5,CC(C)=CCCC(C)CN1CCC(n2nccc2NC(=O)c2cccnc2)CC1 (centres undefined)
3.1,-9.8,CC(=O)COC(=O)C1CC(=O)N(c2ccc(C)c(C)c2)C1 (centres undefined)
5.4,-24.0,Cc1nn(CC(=O)Nc2ccc(N3CCOCC3)cc2)c(C)c1[N+](=O)[O-]
17.1,-7.0,Cc1nn2c(-c3ccc(F)cc3)ccnc2c1Cl
29.2,-14.9,CCn1c(SCC(=O)OC(C)C)nnc1-c1cccc(Cl)c1
14.8,-22.2,Cc1cc(C(C)(C)C)oc1C(=O)Nc1ccc(CC(=O)O)cc1
19.2,-20.8,Cc1ccc(S(=O)(=O)NCC(=O)OCC(=O)c2cc(C)n(-c3ccccc3)c2C)cc1
25.9,11.7,CC(Sc1nc2ccccc2n1C)C(=O)NC(c1ccccc1)c1ccccc1 (centres undefined)
58.5*,-3.3,COC(=O)Nc1nn(-c2ccc(Cl)cc2)c(=O)c(C#N)c1C
21.5,-36.2,CCC(C)n1c(SCc2ccccc2)nc2ccsc2c1=O (centres undefined)
10.9,0.8,CCN1C(=O)CC(N2CCC(c3nc4ccccc4[nH]3)CC2)C1=O (centres undefined)
13.7,-8.6,CCOC(=O)N1CCN(CCC(=O)Nc2ccccc2OC)CC1
15.6,-20.0,CCOC(=O)C1CCCN(C(=O)C(C)Oc2ccc(Cl)cc2Cl)C1 (centres undefined)
14.9,-19.0,Cc1ccc(NC(=O)c2ccc(CN3CCN(C)CC3)cc2)cc1Nc1nccc(-c2cccnc2)n1
3.5,-13.6,COc1ccc(OCC(=O)Nc2cc(OC)cc(OC)c2)cc1
1.2,-17.7,O=C(CCNC(=O)c1ccccc1)Nc1ccc(S(=O)(=O)Nc2ncccn2)cc1
10.8,-4.7,COc1cc(/C=N/n2nnnc2N)cc(Cl)c1OC
4.0,-24.3,COc1cc2cc(C(=O)N3CCOCC3)cc(-c3ccc(C)cc3)c2cc1OC
7.2,-13.8,CCOC(=O)C(Sc1ncc(C#N)c(N)n1)C(C)C (centres undefined)
17.7,-14.7,CS(=O)(=O)Nc1cccc(C2=NN(S(C)(=O)=O)C(c3ccccc3)C2)c1 (centres undefined)

Single records, as listed above. Order of values: OX1R antag-1 | OX1R antag-2
CCN1C(=O)CC(N2CCC(c3nc4ccccc4[nH]3)CC2)C1=O (centres undefined) is listed as 10.9 | 0.8
Cc1cc(C)c(NC2=NS(=O)(=O)c3ccccc32)c(C)c1 is listed as 16.1 | 0.5

(cont.)
OX1R antag-1,OX1R antag-2,Compound
26.1,-12.1,CN(Cc1cnn(-c2ccccc2)c1)C(=O)C1CCC(=O)N(C2CC2)C1 (centres undefined)
3.8,-25.3,COc1ccc(NC2CCCN(C(=O)CCN3Cc4ccccc4C3=O)C2)cc1 (centres undefined)
16.6,-3.7,COc1ccc(C(=O)NC(NC(=S)Nc2ccc(S(N)(=O)=O)cc2)C(Cl)(Cl)Cl)cc1 (centres undefined)
9.5,-5.5,Cc1ccc(N=Cc2cc(Cl)cc(Cl)c2O)nc1
5.9,-30.7,Cc1ccc(C)c2c1sc(=NC(=O)CN1C(=O)CCC1=O)n2C
3.3,-3.6,COc1cc(CC(=O)OCn2nnc3ccccc3c2=O)cc(OC)c1OC
6.8,-25.2,O=C1CC(c2ccccc2)Sc2ccccc2N1 (centres undefined)
13.6,3.5,CN(C)CCCNC(=O)C[C@H]1C[C@H](C(=O)N2CCCCC2)[C@@]2(CCc3ccccc3)c3[nH]c4cc(-c5ccco5)ccc4c3CCN2C1=O
16.9,-17.1,CC(C)(C)c1nc2ccc(NS(=O)(=O)c3ccc(F)c(F)c3F)cc2[nH]1
24.9,6.9,Cc1ccc(NC(=S)N(Cc2ccc(Cl)cc2)Cc2ccc(C(=O)O)cc2)cc1Cl
21.9,-28.3,O=C1c2ccccc2NC(c2ccccc2)N1/N=C/c1ccccc1 (centres undefined)
20.8,-6.9,COCCNC(=S)NCCCNc1nc2cc3c(cc2cc1C#N)OCO3
23.6,-7.7,COCCN1C(=O)C(=O)/C(=C(/O)c2cccc(OC)c2)C1c1ccco1 (centres undefined)
28.5,-33.9,COc1ccc2nc(N/C(N)=N/C(=S)Nc3c(C)cccc3C)nc(C)c2c1
0.6,-3.3,CCCCCCOC(=O)Cc1c(C)nc(N)[nH]c1=O
10.6,-3.0,Cc1cc(C)cc(OCC(=O)OCC(=O)NCCC2=CCCCC2)c1
4.8,-10.7,CN(CC1CCOCC1)C(=O)CC1C(=O)NCCN1Cc1ccc(Cl)c(F)c1 (centres undefined)
2.8,18.9,O=C(O)c1ccc(-c2ccc(-c3ccccc3)cc2)s1
15.4,-10.6,CCSc1nc2c(cnn2-c2ccc(C)c(C)c2)c(=O)[nH]1
10.7,4.9,O=C(CCn1c(=S)[nH]c2cc3c(cc2c1=O)OCO3)NCc1ccc(Cl)cc1
-0.2,-13.3,CN(C)/C=N/c1nc(-c2ccc3ccccc3c2)cs1
13.5,-42.0,CCOC(=O)C1=CC[C@H]2c3c(c4ccccc4n3C)C(=O)C1N2C(=O)OC(C)(C)C

Five compounds out of the list above, arranged by the number in OX1R antag-2, descending.
compound,OX1R antag-1,OX1R antag-2
COc1cc(/C=N/n2nnnc2N)cc(Cl)c1OC,10.8,-4.7
Cc1c(Cl)cnc(NC(=O)COC(=O)c2ccc3ncsc3c2)c1Cl,0.8,-10.9
COc1cccc(C(=O)NCCCN2CCN(CCCNC(=O)c3cccc(OC)c3)CC2)c1,11.2,-12.6
COc1cc2cc(C(=O)N3CCOCC3)cc(-c3ccc(C)cc3)c2cc1OC,4.0,-24.3
Cc1c(Cl)cccc1NC(=O)CNC(=O)c1ccc2c(c1)OCCO2,-2.2,-34.5

Entries from the list above with a cyano group:
OX1R antag-1,OX1R antag-2,Compound
13.9,-4.6,CCOC(=O)c1cc(-c2ccccc2)nn1CCC#N
58.5*,-3.3,COC(=O)Nc1nn(-c2ccc(Cl)cc2)c(=O)c(C#N)c1C
7.2,-13.8,CCOC(=O)C(Sc1ncc(C#N)c(N)n1)C(C)C (centres undefined)
20.8,-6.9,COCCNC(=S)NCCCNc1nc2cc3c(cc2cc1C#N)OCO3

Screening data from PubChem.

An unsorted share of the library; any-hit rate near 2.1%.
